Compound activity deposited in PubChem BioAssay by National Center for Advancing Translational Sciences (NCATS).
BAZ2B block: inhibitors of human BAZ2B bromodomain; AlphaScreen BAZ2B-H3K14Ac peptide displacement; 360,000 compounds, 4.4% hits; Potency, µM (top dose mostly 114 µM), without a hit: at the highest dose activity change, negative = inhibition, usual class: inhibitors; further: potency means the concentration at half of the fitted maximal effect; on the % scale 0 is the no-effect control and ±100 the full control effect; nearly all actives have a fitted effect of over 60% in size
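BAZ2B 50 nM plus b-H3(5-23)K14Ac 50 nM, PBS pH 7.4/0.01% Tween-20, 30 min RT; compound added (max 110 uM), 30 min RT; streptavidin donor/Ni-chelate acceptor beads 10 ug/mL final, 20 min dark; AlphaScreen read.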
PI4K2A inh: blocks human PI4K2A kinase activity; purified PI4K2A, ADP-Glo luminescence, 1 h; stronger effect = lower value; activity change, negative = inhibition, % at 76.9 µM; 420,000 compounds, 0.13% hits; AID 1346378; in the data active means activity change below about -50%; inconclusive means mostly about -30% to -49%;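 further: -100% = wells without enzyme as full effect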
Target sequence (Q9BTU6 whole entry, looked up): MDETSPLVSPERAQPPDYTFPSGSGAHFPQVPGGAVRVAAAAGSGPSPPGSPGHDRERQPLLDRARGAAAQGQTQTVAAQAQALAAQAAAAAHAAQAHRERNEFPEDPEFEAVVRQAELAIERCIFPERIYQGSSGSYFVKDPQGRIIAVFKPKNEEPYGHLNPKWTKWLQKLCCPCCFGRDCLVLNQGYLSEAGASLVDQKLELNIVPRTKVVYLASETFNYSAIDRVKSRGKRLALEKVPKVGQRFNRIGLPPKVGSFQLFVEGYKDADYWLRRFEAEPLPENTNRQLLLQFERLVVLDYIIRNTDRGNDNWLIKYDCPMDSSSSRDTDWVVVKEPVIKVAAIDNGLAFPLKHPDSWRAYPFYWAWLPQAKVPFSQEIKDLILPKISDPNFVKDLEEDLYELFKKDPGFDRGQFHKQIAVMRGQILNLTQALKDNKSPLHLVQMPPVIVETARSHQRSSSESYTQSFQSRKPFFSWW
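In this quantitative HTS, ADP production by PI4K2A was quantified luminescently after 1 h at ambient temperature; 100 microM adenosine served as plate-quality control.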
G9a inh: inhibitors of human histone lysine methyltransferase G9a. G9a H3K9 monomethylation, AlphaScreen, 2 h. AID 504332. Q96KQ7. 350,000 compounds, 8.8% hits. Potency, µM (highest dose often 102 µM), for inactives: top-dose activity, negative = inhibition, usual class: inhibitors; further: potency means the concentration at half of the fitted maximal effect; on the % scale 0 is the no-effect control and ±100 the full control effect; nearly all actives have a fitted effect of over 75% in size
Target sequence (Q96KQ7 913-1193 limits assumed): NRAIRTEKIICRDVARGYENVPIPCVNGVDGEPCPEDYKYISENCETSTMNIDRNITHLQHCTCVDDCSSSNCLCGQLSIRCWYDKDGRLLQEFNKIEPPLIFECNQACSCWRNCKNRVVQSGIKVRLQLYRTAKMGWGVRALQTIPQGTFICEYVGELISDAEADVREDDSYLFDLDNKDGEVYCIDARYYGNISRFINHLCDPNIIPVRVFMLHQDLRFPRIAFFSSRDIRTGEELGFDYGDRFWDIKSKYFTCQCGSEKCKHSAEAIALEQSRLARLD
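Using a bead-based AlphaScreen, monomethylated H3K9 product from 2 h room-temperature reactions (G9a 20 nM, peptide 500 nM, SAM 20 uM) was detected with 0.5 ug/mL rabbit anti-H3K9me1 antibody.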
Pin1 inhibitor: human Pin1 inhibition; Q13526; Pin1 FP peptide displacement, HiFluor488, 10 min; Potency, µM (doses to about 115 µM), for the others: at the highest dose activity, negative = inhibition, hits mostly inhibitors; 390,000 compounds, 0.009% hits; AID 504891; active means well fitted inhibition curve with a large enough effect in the polarisation, with a control signal flat, not every such curve was filed as active; inconclusive means small, poorly fitted or top-dose-only effect, or effect the other way, or a change in a side signal; inactive means no such curve, though single readings can be large or run the other way; the % refers to the polarisation; further: potency means the concentration at half of the fitted maximal effect; on the % scale 0 is the no-effect control and ±100 the full control effect
GLS inh: blocks human kidney-isoform glutaminase activity | 410,000 compounds, 0.21% hits | Potency, µM (doses to about 45.5 µM), for the others: at the top dose activity change, negative = inhibition, hits mostly inhibitors | O94925 | GLS enzymatic activity, qHTS titration | AID 624170; further: potency means the concentration at half of the fitted maximal effect; on the % scale 0 is the no-effect control and ±100 the full control effect
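hKGA; 45 mM KH2PO4 pH 8.2 + 0.02% Tween-20; cpd via pin tool; 1 mM Gln soln; GluOx/HRP/Amplex Red; RT 30 min; fluor. t0 & final.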
JMJD2A Tudor: inhibitors of human JMJD2A Tudor domain; Potency, µM (highest dose often 114 µM), for the others: top-dose activity change, negative = inhibition, actives largely listed as inhibitors; AlphaScreen JMJD2A-Tudor / H3K4me3 peptide binding; O75164; AID 504339; 390,000 compounds, 4.4% hits; further: potency means the concentration at half of the fitted maximal effect; on the % scale 0 is the no-effect control and ±100 the full control effect; nearly all actives have a fitted effect of over 50% in size
Tb PGK inh: inhibitors of T. brucei phosphoglycerate kinase. P07378. PGK/GAPDH coupled, Kinase-Glo luminescence, 60 min. Potency, µM (series often up to 57.5 µM), without a hit: top-dose activity change, negative = inhibition, usual class: inhibitors. 380,000 compounds, 0.043% hits; further: potency means the concentration at half of the fitted maximal effect; on the % scale 0 is the no-effect control and ±100 the full control effect; nearly all actives have a fitted effect of over 60% in size
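Recombinant glycosomal PGK reaction used 1,3-bisphosphoglycerate generated in-well by GAPDH (100nM final) in 100mM TEA pH 7.6, 5mM MgCl2, 0.01% Tween-20. After 60 minutes at room temperature, ATP was read by Kinase-Glo Plus luminescence end-point.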
HP1b binding inh: HP1-beta chromodomain-methylated histone interaction inhibition; P83916; AlphaScreen HP1-beta / biotin-H3K9me3 peptide binding; Potency, µM (series often up to 114 µM), for the others: at the top dose activity change, negative = inhibition, hits mostly inhibitors; 390,000 compounds, 0.56% hits; AID 540317; further: potency means the concentration at half of the fitted maximal effect; nearly all actives have a fitted effect of over 70% in size; inactives centre near 23
Target sequence (P83916 whole entry, looked up): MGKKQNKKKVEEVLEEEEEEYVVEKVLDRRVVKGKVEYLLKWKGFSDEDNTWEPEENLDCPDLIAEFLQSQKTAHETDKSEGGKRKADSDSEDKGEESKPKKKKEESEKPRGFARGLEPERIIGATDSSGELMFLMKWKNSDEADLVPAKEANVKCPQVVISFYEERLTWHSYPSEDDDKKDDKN
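AlphaScreen: HP1-beta (50 nM) preformed 30 min with biotin-H3(1-18)K9me3 peptide (50 nM) in PBS pH 7.4, 0.01% Tween-20. Compound added for 30 min at RT, then streptavidin donor/nickel chelate acceptor beads (10 ug/mL) for 30 min.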
POLH inh: inhibitors of human DNA polymerase eta; recombinant Pol eta, fluorescent DNA replication assay; Potency, µM (titrated, usually from 114 µM), without a hit: top-dose activity change, negative = inhibition, most hits filed as inhibitors; 390,000 compounds, 1.2% hits; further: potency means the concentration at half of the fitted maximal effect; on the % scale 0 is the no-effect control and ±100 the full control effect
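Fluorescent replication assay: 50 nM final substrate added after a 15 min room-temperature compound preincubation with 10 nM enzyme. Signal taken at 0 min and again at 10 min.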
The depositor's hits bear a star; i = inactive; ? = inconclusive; . = not tested or not shown; [ ] = dose if it differs, or a comment. Unless noted, the call rests on the fitted dose curve; in most records, active means well fitted curve in the direction sought with a large enough effect; inconclusive means small, poorly fitted or top-dose-only effect, or another doubt; inactive means no such curve, though single readings can be large; an effect the other way counts as inactive or inconclusive.

SMILES	BAZ2B block	PI4K2A inh	G9a inh	Pin1 inhibitor	GLS inh	JMJD2A Tudor	Tb PGK inh	HP1b binding inh	POLH inh
CC(C)c1ccc(/C=C(\NC(=O)c2ccccc2)C(=O)NCCCn2ccnc2)cc1	?	-1	-9%	3%	5%	19%	-3%	28%	-6%
Cc1cc(C)n2nc(SCc3nnc(-c4ccccc4Br)o3)nc2n1	-6%	2	?	2%	5%	-18%	-5%	19%	-6%
CCC(C(=O)Nc1cc(OC)cc(OC)c1)n1nc(-c2ccc(C)c(C)c2)ccc1=O (centres undefined)	?	-2	?	20%	-10%	-36%	0%	-2%	-20%
Cc1ccc(C)c(CN2C(=O)c3ccccc3S(=O)(=O)c3ccc(C(=O)Nc4cc(F)ccc4F)cc32)c1	-11%	-1	-25%[59 µM]	20%	1%	-21%	-1%	22%	-13%
Cc1[nH]c(=O)[nH]c(=O)c1CSc1nnc([C@H](CC(C)C)NC(=O)OC(C)(C)C)o1	2%	0	?	-1%	1%	-11%	-1%	29%	-15%
CCN1C(=O)c2cccc3c(S(=O)(=O)N4CCNCC4)ccc1c23	.	-17	.	-8%	2%	11%	-10%	11%	-17%
O=C(Cc1ccccc1)NC(c1ccco1)c1c(O)ccc2ccccc12 (centres undefined)	?	-3	50µM*	1%	20%	?	-8%	-3%	-11%
COc1cc(/C=N/NC(=O)c2cccnc2)ccc1OC(=O)c1ccco1	-37%	5	27%	1%	-1%	-15%	-9%	25%	3%
Cc1ccc(-c2ccc(/C=C(\C#N)C(N)=S)n2C)cc1	?	5	10µM*	4%	-5%	?	i	-30%	2%
CCN(C(=O)c1ccc(S(C)(=O)=O)cc1)C12CC3CC(CC(C3)C1)C2	-5%	0	-4%[59 µM]	-3%	5%	-13%	2%	23%	?
Cc1onc(-c2c(F)cccc2Cl)c1C(N)=S	-12%	-10	-33%	-1%	-5%	-16%	-4%	21%	-10%
Cc1cc(-n2nc(C)cc2C)n2ncc(-c3ccccc3)c2n1	2%	0	-39%	0%	-1%	9%	-4%	36%	-4%
COc1ccccc1/C=C/C(=O)OCC(=O)N1CCc2ccccc21	0%	0	8%[12.7 µM]	23%	-2%	7%	-3%	52%[activator]	-5%
CCOC(=O)CCC1(C(=O)OC)C(=O)CCCCCC=C1C(=O)OC (centres undefined)	.	6	.	.	3%	.	-3%	.	3%
COc1ccc(NCC(=O)N/N=C/C=C/c2ccccc2[N+](=O)[O-])cc1	40µM*	0	11µM*	-3%	?	79µM*	-9%	-37%	-8%
Nc1nc(SCC(=O)Nc2ccccc2)[nH]c(=O)c1NC(=O)c1cccs1	5%	-3	-1%	-1%	25%	-4%	-6%	37%	-19%
COC(=O)c1cccnc1SCc1ccccc1	106%[activator]	-5	23%[59 µM]	-1%	-30%	123%[activator]	-4%	135%[activator]	-2%
CCOc1ccc(NC(=O)c2cc(C)nc3ccccc23)cc1	-2%	2	7%	-3%	-1%	0%	.	49%[activator]	-10%
Cc1ccc(S(=O)(=O)NCCc2cn3c(C)csc3n2)cc1	6%	-2	-1%[59 µM]	-4%	8%	0%	-12%	24%[57 µM]	-13%
COC(=O)c1ccc(NC(=O)CN(c2ccc3c(c2)OCO3)S(C)(=O)=O)cc1	1%	1	-2%[59 µM]	-1%	-1%	-1%[57.1 µM]	2%	41%[activator]	-28%
O=C(Nc1ccc(F)cc1)c1cc(S(=O)(=O)Nc2ccc(F)cc2)cs1	-8%	-2	61%[activator][59 µM]	2%	-1%	-15%	-7%	3%	?
NS(=O)(=O)c1ccc(CCNCC(=O)N2CCC(Cc3ccccc3)CC2)cc1	56µM*	3	.	1%	-2%	-35%[11.4 µM]	1%	-12%	-13%
COc1ccc(C(=O)CSc2nnc(-c3cnccn3)n2Cc2ccco2)cc1	?	-11	?	6%	7%	?	-5%	9%	-9%
CC1(C)CC2=C(CO1)C(=S)NC(c1ccccc1)N2CC1CCCO1 (centres undefined)	-10%	-1	?	7%	-8%	-14%	-7%	33%	-1%
CC1CCN(C2CCN(S(=O)(=O)c3ccc(C(F)(F)F)cc3)CC2)CC1	12%	1	-6%	1%	0%	-1%	-3%	15%	9%

Two consecutive entries out of the list so far, for reference:
SMILES	BAZ2B block	PI4K2A inh	G9a inh	Pin1 inhibitor	GLS inh	JMJD2A Tudor	Tb PGK inh	HP1b binding inh	POLH inh
CC(C)c1ccc(/C=C(\NC(=O)c2ccccc2)C(=O)NCCCn2ccnc2)cc1	?	-1	-9%	3%	5%	19%	-3%	28%	-6%
Cc1cc(C)n2nc(SCc3nnc(-c4ccccc4Br)o3)nc2n1	-6%	2	?	2%	5%	-18%	-5%	19%	-6%

Going on with the list.
SMILES	BAZ2B block	PI4K2A inh	G9a inh	Pin1 inhibitor	GLS inh	JMJD2A Tudor	Tb PGK inh	HP1b binding inh	POLH inh
CC(=O)Cc1nsc(NC(=O)c2ccc(COc3ccccc3C)o2)n1	-3%	-2	1%[59 µM]	0%	8%	-22%	0%	25%	-3%
COc1cccc(C(=O)NCCn2ccc3ccccc32)c1	2%	-2	24%	-2%	1%	-6%	0%	26%	-5%
O=C(NC1CCCC1)C(c1ccncc1)N(C(=O)c1ccco1)c1ccc(F)c(Cl)c1 (centres undefined)	3%	-1	14%	-7%	-3%	-7%	15%	28%	-9%
COc1ccc(CN2CCN(C(=O)CCC(=O)Nc3nnc(C(C)C)s3)CC2)cc1F	-7%	0	.	-2%	14%	-11%	14%	45%[activator]	-4%
O=C(Nc1nccs1)c1ccc(-c2ccc(Cl)cc2)o1	?	4	.	0%	-6%	-10%	-6%	37%	-22%
CC(=O)Nc1cc(C(=O)N2CCN(C)CC2)ccc1S(=O)(=O)c1ccc(C)cc1	4%	-5	-7%	0%	1%	3%	0%	19%	-4%
Cc1ccc(N2CC(C(=O)Nc3ccc(S(=O)(=O)N4CCOCC4)cc3)CC2=O)cc1Cl (centres undefined)	-6%	-1	7%[2.33 µM]	14%	5%	-16%	-6%	7%	-11%
O=C(Nc1nnc(Cc2ccccc2)s1)C1CCC1	-22%	1	6%	4%	9%	-7%	-5%	21%	1%
COc1ccc(N2CCN(C(=O)CNC(=O)c3cccc(Br)c3)CC2)cc1	-8%	4	?	-1%	1%	-18%	-7%	12%	-10%
CCOC(=O)c1cnc(-c2ccccc2)[nH]c1=O	-19%	4	-4%	-7%	3%	-2%	-2%	27%	5%
COc1ccc(N2CC(NC(=O)/C=C\c3ccc4c(c3)OCO4)CC2=O)cc1OC (centres undefined)	-2%	-4	1%[59 µM]	-2%	-3%	-1%	-9%	23%	-20%
CC1(C)CC(=O)C(C(=S)Nc2ccc(F)cc2)=C(NCCN2CCOCC2)C1	0%	5	-13%	-7%	28%	-20%	8%	12%	-15%
O=C1C=C(c2ccc(Cl)c(C(F)(F)F)c2)C[C@@H](c2ccc3c(c2)OCO3)C1	-6%	-1	23%[2.33 µM]	?	3%	-27%	7%	21%	-13%
Cc1ccccc1S(=O)(=O)Cc1ccc(C(=O)NCCN(C)Cc2ccccc2)o1	-4%	-15	28%	1%	6%	-20%	3%	43%[activator]	0%
N/C(=N\OC(=O)c1ccc(F)cc1)c1ccccc1	1%	-11	42%[0.501 µM]	-2%	5%	4%	?	45%[activator]	-20%
CC(C)NC(=O)c1ccccc1NS(=O)(=O)c1ccc(Br)s1	-5%	4	18%	-6%	9%	-8%	-4%	34%	-1%
O=C(COC(=O)c1cnccn1)Nc1ncc(C(F)(F)F)cc1Cl	.	-1	.	?	18%	-27%	-6%	-6%	?
C=CCNC(=S)NNC(=O)C(CCCC)CC(O)COCC(C)C (centres undefined)	10%	3	.	-2%	1%	-10%	i	30%	-4%
Cn1c(=O)cc(SCC(=O)N2CCOCC2)c2ccc(Cl)cc21	12%	0	17%[59 µM]	-6%	0%	-6%[57.1 µM]	4%	23%	-5%
O=C(/C=C/c1ccc(Cl)cc1Cl)c1nc2ccccc2[nH]1	-2%	6	2%[59 µM]	1%	0%	-5%	-1%	20%	6%
O=C(N/N=C/c1cccnc1)c1cccc(N2CCCC2=O)c1	-2%	2	2%	-10%	1%	-4%	-3%	35%	-2%
COc1ccccc1N(CC(=O)NC1CCCC1)C(=O)c1oc(C(C)(C)C)cc1C	?	1	-5%	0%	0%	?	-3%	-4%	-22%
COc1ccccc1OCCn1c(=O)sc2ccccc21	21%	6	21%[12.7 µM]	-7%	-3%	1%	i	14%	2%
CC1C=CCC2C(=O)N(c3ccccc3OC(=O)c3ccco3)C(=O)C12 (centres undefined)	-14%	3	31%	-3%	-7%	-2%	-7%	32%	-14%
Cc1onc(-c2ccccc2Cl)c1C(=O)Nc1ccc(S(=O)(=O)NCC2CCCO2)cc1 (centres undefined)	1%	-4	-2%[59 µM]	2%	2%	-15%	.	-3%	-16%
COc1ccc(C(=O)COc2ccc(C(C)=O)cc2OC)cc1OC	.	2	.	-2%	4%	-5%	5%	22%	-1%
O=C(NC1CCCC1)c1cccc(S(=O)(=O)N2CCCCC2)c1	3%	1	14%[12.7 µM]	0%	7%	-11%	4%	15%	-8%
C=CCn1c(=O)c(C(=O)Nc2cc(C)ccn2)c(O)c2ccccc21	7%	-3	.	-2%	5%	-10%	i	63%[activator]	-3%
O=C(NNc1nc(Nc2ccccc2)nc(N2CCOCC2)n1)Nc1ccc(Cl)cc1	4%	1	-2%	41%[activator]	0%	?	-3%	16%	9%
NS(=O)(=O)c1ccc(CCNC(=O)C2CCCN2C(=O)c2cccs2)cc1 (centres undefined)	.	1	.	.	5%	.	-5%	.	3%

Look-ups from above.
HP1b binding inh result of COc1ccc(C(=O)COc2ccc(C(C)=O)cc2OC)cc1OC stands at 22%
POLH inh result of CC(C)NC(=O)c1ccccc1NS(=O)(=O)c1ccc(Br)s1 stands at -1%
GLS inh result of O=C(N/N=C/c1cccnc1)c1cccc(N2CCCC2=O)c1 stands at 1%

These rows are one share of the data. The share of hits here may be higher or lower than overall.
